# p97 inhibitor: blocks human p97 ATPase activity; P55072; recombinant p97 ATPase, Kinase-Glo ATP luminescence, 3 h; inhibition, % at 8 µM; hit rate 0.42% among 220,000; AID 1481; in the data active = inhibition above about 15%;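 note: 0% = DMSO vehicle and 100% = wells lacking enzyme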
# TbHK1 inh: blocks Trypanosoma brucei hexokinase 1 activity; inhibition, % at 10 µM; hit rate 0.11% among 220,000; recombinant TbHK1, G6PDH-coupled NADH A340;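 active = inhibition of 50% or more in the single-dose primary screen; inactive = inhibition below 50%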
# Runt-CBFb FRET: blocks binding of human RUNX1 Runt domain to CBFb. Q01196+Q13951. Cerulean-Runt/Venus-CBFb FRET ratio 530/480, 1 h. inhibition, % at 20 µM. hit rate 0.46% among 220,000. AID 1496;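 active = inhibition over about 50% at 20 µM in the single-dose screen, limit read from the data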;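 note: 0% = DMSO wells and 100% = excess unlabeled CBFb competitor control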
# Target sequence (Q01196 whole entry, looked up, the tested form may be a part): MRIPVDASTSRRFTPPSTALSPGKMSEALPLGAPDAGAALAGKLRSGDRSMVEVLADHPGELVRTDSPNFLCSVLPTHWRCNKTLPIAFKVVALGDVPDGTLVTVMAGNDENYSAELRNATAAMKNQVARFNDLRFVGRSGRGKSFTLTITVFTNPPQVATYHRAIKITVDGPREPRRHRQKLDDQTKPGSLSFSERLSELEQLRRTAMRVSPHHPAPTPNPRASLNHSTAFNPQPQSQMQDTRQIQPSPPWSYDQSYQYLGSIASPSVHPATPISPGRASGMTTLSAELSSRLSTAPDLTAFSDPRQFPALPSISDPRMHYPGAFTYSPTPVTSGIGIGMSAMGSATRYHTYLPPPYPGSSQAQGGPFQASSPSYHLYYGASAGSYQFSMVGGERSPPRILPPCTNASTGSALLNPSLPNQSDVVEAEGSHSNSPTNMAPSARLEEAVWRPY
# Target sequence (Q13951 whole entry, looked up, the tested form may be a part): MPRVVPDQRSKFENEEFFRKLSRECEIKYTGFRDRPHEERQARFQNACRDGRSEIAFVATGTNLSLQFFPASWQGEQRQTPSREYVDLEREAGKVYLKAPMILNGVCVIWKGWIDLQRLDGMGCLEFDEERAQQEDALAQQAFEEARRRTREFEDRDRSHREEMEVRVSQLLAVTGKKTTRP
#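 Reagent – Venus-CBFb binding partner, 100 nM · Assay system – Cerulean-tagged RUNX1 Runt domain (FRET donor) fusion protein · Input – 100 nM per protein · Incubation – two 1 h room-temperature incubations shielded from light · Measured by – FRET fluorescence · Medium – Tris buffer pH 7.5 with salts and BSA · Benchmarks – unlabeled CBFb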
# Calpain2 inh: calpain II (pig) inhibition; purified calpain II, fluorogenic peptide substrate, 30 min; inhibition, % at 16 µM; hit rate 0.37% among 220,000; AID 1236;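 active = inhibition above about 50%, limit read from the data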
# RBBP9 inh: inhibitors of human serine hydrolase RBBP9. O75884. recombinant RBBP9, FP-Rh probe fluorescence polarization. inhibition, % at 7.94 µM. hit rate 0.2% among 220,000;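 active = inhibition above the campaign mean of all tested compounds plus 3 SD, cut at about 14% in these data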;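 note: plate controls were DMSO wells with RBBP9 for no effect and wells lacking RBBP9 protein for full effect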
# Target sequence (O75884 whole entry, looked up): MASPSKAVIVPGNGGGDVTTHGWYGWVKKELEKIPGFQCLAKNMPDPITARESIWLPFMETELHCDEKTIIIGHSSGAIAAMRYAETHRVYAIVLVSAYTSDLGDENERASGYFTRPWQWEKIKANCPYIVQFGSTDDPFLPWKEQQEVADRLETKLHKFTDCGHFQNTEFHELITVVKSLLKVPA
#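 Test system: recombinant human RBBP9. Quantity: 2.5 µM RBBP9 dispensing solution, before mixing. Detection: FP readout at 525/598 nm. Reagent: Serine-hydrolase probe FP-Rh, 375 nM pre-mixing. Measure: % inhibition. Control set: DMSO-treated enzyme wells and wells lacking RBBP9. Buffer or medium: Tris-NaCl-Pluronic buffer, pH 8.0. Times: preincubation 30 min plus labeling 45 min at 25 °C.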
# p47phox inh: inhibitors of human p47phox binding; P14598; p47phox/p22phox peptide binding, fluorescence polarization, 2 h; inhibition, % at 24.7 µM; hit rate 0.53% among 220,000;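 active = inhibition above about 30%, limit read from the data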;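 note: 0% = p47phox with labelled peptide and 100% = labelled peptide alone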
# Furin inh: human furin inhibition; inhibition, % at 30 µM; hit rate 0.061% among 220,000; purified furin, fluorogenic substrate cleavage; P09958; AID 463115; in the data active = inhibition above about 25%; note: inactives centre near -15
# Runt-SMMHC FRET: blocks binding of human RUNX1 Runt domain to CBFb-SMMHC; inhibition, % at 20 µM; Cerulean-Runt/Venus-CBFb-SMMHC FRET ratio 530/480, 1 h; hit rate 0.74% among 220,000; Q01196+Q13951;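 active = mean inhibition across duplicate retests at 20 µM reaching about 50%, limit read from the data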;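 note: 0% = DMSO wells and 100% = wells with excess untagged CBFb-SMMHC; inhibitors lower the FRET ratio by blocking Runt binding to CBFb-SMMHC; some results filed as inactive read as strong as hits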
# EBV gp42 inh: inhibitors of Epstein-Barr virus glycoprotein 42. Q1HVG2. Fluorescence polarization binding assay, mP read-out. inhibition, % (tested at 21.74 µM). hit rate 0.42% among 220,000; in the data active = inhibition above about 50%
# * hit, by the source's call; x = not tested or not shown; [ ] = dose if it differs, or a comment.
item	compound	p97 inhibitor	TbHK1 inh	Runt-CBFb FRET	Calpain2 inh	RBBP9 inh	p47phox inh	Furin inh	Runt-SMMHC FRET	EBV gp42 inh
1	CCOC(=O)CSc1nc2ccc(C)cc2cc1C#N	-2	-6	-6	-25	4	-28	-13[20 µM]	-19	-13
2	O=C(N/N=C/c1ccc(-c2ccc(Br)cc2)o1)c1ccc2c(c1)OCO2	8	-15	-2	-22	3	-8	-20	-12	-22
3	O=C(Nc1cccc(-c2nnc(-c3ccco3)o2)c1)c1ccccc1	-1	11	-1	79*	-7	-17	-13	1	-13
4	Cc1ccc(-c2nnc(SCC(=O)Nc3nccs3)n2N)cc1	5	1	-1	-15	-1	-2	-18[20 µM]	-1	-3
5	Cc1ccc(S(=O)(=O)N(C)C)cc1NC(=S)NC(C)CCCC(C)C (centres undefined)	5	9	-2	13	-4	-4	-21	0	-5
6	Cc1c(/C=N/Nc2ccc(F)cc2)c(O)n(C)c(=O)c1C#N	5	-32	3	-29	4	-1	8	0	8
7	O=C(c1ccc(NS(=O)(=O)c2ccccc2)cc1)N1CCCC1	3	0	1	14	0	-6	-33[20 µM]	-2	-4
8	COc1ccc(CCc2nnc(CCC(=O)NCCc3ncccc3C)o2)cc1	3	2	x	-14	-6	4	-10	x	-3
9	O=C(COc1cccc2cccnc12)N/N=C/c1ccccc1O	9	-21	2	1	9	-6	-12	-5	-13
10	CC(=O)Nc1ccc(Sc2ncccc2C(=O)Nc2ccc(F)cc2)cn1	0	0	-2	-17	-8	-2	-12[20 µM]	2	-6
11	N/C(=N\O)c1ccc(NC(=O)c2cccs2)cc1	4	-10	0	-8	3	-8	-17	-3	-16
12	Cc1ccccc1C(=O)Nc1c(C(=O)N2CCCC2)cnn1-c1ccccc1	-8	-1	0	-1	-5	-16	-14[20 µM]	1	2
13	COc1ccc(-c2nc(C(N)=O)c3[nH]c(=O)n(-c4ccccc4OC)c3n2)c(OC)c1	-7	-26	2	-8	-13	-11	-2	-3	-24
14	O=C1CC(c2cccc(Br)c2)c2cc3c(cc2N1)CCC3 (centres undefined)	-8	4	0	46	-12	-13	-6[20 µM]	-9	9
15	C(=C\c1ccccc1)/C=N/Nc1ccc2nncn2n1	6	-68	2	14	-2	17	0	-5	-12

# Ordered by length of the SMILES (rising): 3 of the compounds above.
item	compound	p97 inhibitor	TbHK1 inh	Runt-CBFb FRET	Calpain2 inh	RBBP9 inh	p47phox inh	Furin inh	Runt-SMMHC FRET	EBV gp42 inh
9	O=C(COc1cccc2cccnc12)N/N=C/c1ccccc1O	9	-21	2	1	9	-6	-12	-5	-13
5	Cc1ccc(S(=O)(=O)N(C)C)cc1NC(=S)NC(C)CCCC(C)C (centres undefined)	5	9	-2	13	-4	-4	-21	0	-5
2	O=C(N/N=C/c1ccc(-c2ccc(Br)cc2)o1)c1ccc2c(c1)OCO2	8	-15	-2	-22	3	-8	-20	-12	-22

# Entries by screen from the entries so far.
# Compounds 4 to 12 in Runt-SMMHC FRET: -1, 0, 0, -2, x, -5, 2, -3, 1
# Compounds 4 to 12 in p47phox inh: -2, -4, -1, -6, 4, -6, -2, -8, -16
# Compounds 4 to 12 in RBBP9 inh: -1, -4, 4, 0, -6, 9, -8, 3, -5

# By substructure: the compounds so far with fluorine.
item	compound	p97 inhibitor	TbHK1 inh	Runt-CBFb FRET	Calpain2 inh	RBBP9 inh	p47phox inh	Furin inh	Runt-SMMHC FRET	EBV gp42 inh
6	Cc1c(/C=N/Nc2ccc(F)cc2)c(O)n(C)c(=O)c1C#N	5	-32	3	-29	4	-1	8	0	8
10	CC(=O)Nc1ccc(Sc2ncccc2C(=O)Nc2ccc(F)cc2)cn1	0	0	-2	-17	-8	-2	-12[20 µM]	2	-6

# (cont.)
item	compound	p97 inhibitor	TbHK1 inh	Runt-CBFb FRET	Calpain2 inh	RBBP9 inh	p47phox inh	Furin inh	Runt-SMMHC FRET	EBV gp42 inh
16	O=C(CSc1nc2ccc(S(=O)(=O)N3CCOCC3)cc2[nH]1)N1CCOCC1	-4	27	37	-17	-8	-5	-6[20 µM]	13	-28
17	CC(=O)NCCOc1cccc2ccccc12	1	2	0	10	-1	-9	-7[20 µM]	4	8
18	CC1=NN(C(=O)c2ccoc2C)C(O)(C(F)(F)F)C1 (centres undefined)	-2	6	-1	-1	-12	-3	-26	-1	-11
19	O=C1CCCC(O)=C1C1C2=C(CCCC2=O)OC2=C1C(=O)CCC2	7	-6	x	-12	-6	1	-6	x	0
20	O=C(Cn1cnc2c(oc3ccccc32)c1=O)N1CCCC1	6	-2	-1	-21	-5	-16	-28	1	-3
21	CCn1c2ccccc2c2nnc(SCc3ccccc3)nc21	3	4	-1	19	-1	-16	-17	1	4
22	C[n+]1c2n(c3ccccc31)N=C(c1ccc(Cl)cc1)CS2	3	-14	18	21	-9	1	-18[20 µM]	9	-29
23	O=C(CN1C(=O)NC2(CCCCC2)C1=O)N1CCc2ccccc2C1	-6	9	0	12	-14	7	-21	0	-10
24	CC(Cc1cccs1)NC(=O)Nc1ccc(F)cc1 (centres undefined)	0	0	4	-13	-10	3	-25[20 µM]	3	-3
25	CC(C)(C)CC(=O)Nc1nnc(C(F)(F)F)s1	-1	1	-2	-9	-6	6	-11[20 µM]	0	-5
26	COc1ccc(CNC(=O)C(C)OC(=O)c2cccn2C)cc1 (centres undefined)	-1	-4	-1	-7	2	-7	-15	3	-21
27	Cc1ccc(N(CCCCN2C(=O)c3ccccc3C2=O)C(=O)c2ccc(Cl)s2)cc1	-3	12	-2	50*	-6	-9	1	1	-4
28	CC(=O)c1ccc(NC(=O)CCc2c(C)nc3ncnn3c2C)cc1	0	2	0	35	-4	8	-8[20 µM]	-2	-1
29	CCCCC(=O)Nc1nn(CC(C)C)c2nc3ccccc3cc12	-5	2	22	-163	-9	-16	-18[20 µM]	42	-4
30	Clc1nc2sccn2c1/C=N/n1cnc2ccccc21	-5	4	-5	-11	-15	3	3	0	0

# An excerpt from above in order of their number in Runt-SMMHC FRET, lowest first:
item	compound	p97 inhibitor	TbHK1 inh	Runt-CBFb FRET	Calpain2 inh	RBBP9 inh	p47phox inh	Furin inh	Runt-SMMHC FRET	EBV gp42 inh
23	O=C(CN1C(=O)NC2(CCCCC2)C1=O)N1CCc2ccccc2C1	-6	9	0	12	-14	7	-21	0	-10
22	C[n+]1c2n(c3ccccc31)N=C(c1ccc(Cl)cc1)CS2	3	-14	18	21	-9	1	-18[20 µM]	9	-29
29	CCCCC(=O)Nc1nn(CC(C)C)c2nc3ccccc3cc12	-5	2	22	-163	-9	-16	-18[20 µM]	42	-4

# (cont.)
item	compound	p97 inhibitor	TbHK1 inh	Runt-CBFb FRET	Calpain2 inh	RBBP9 inh	p47phox inh	Furin inh	Runt-SMMHC FRET	EBV gp42 inh
31	O=C(CN1CCN(C/C=C/c2ccccc2)CC1)Nc1cc([N+](=O)[O-])ccc1Cl	-2	23	-2	-28	-5	-5	-14	-12	3
32	O=S(=O)(NC1CCCC1)c1cccc(-c2nnc(-c3ccccc3)o2)c1	-6	3	0	7	-8	-8	-12[20 µM]	-7	-16
33	O=C1NC(=O)/C(=C\c2ccccc2Oc2ccc(F)c(F)c2)S1	-3	-7	-2	-67	-4	-20	1	-1	10
34	C/C(=N\NC(=O)CNc1ccccc1)c1ccccc1	-6	5	-1	27	-11	10	-7	-2	2
35	CC(NCc1ccccc1OC1CCCC1)c1ccccc1 (centres undefined)	3	3	-2	11	1	-4	-5	-3	-17
36	CC(=O)N1CCc2cc(S(=O)(=O)CCC(=O)N3CCc4ccccc4C3)ccc21	1	-9	0	-3	-2	-5	-23[20 µM]	-2	-18
37	O=C(CSc1nnc(-c2ccncc2)n1CCc1ccccc1)NCc1ccccc1	0	-2	-1	-15	0	-21	-6[20 µM]	3	1
38	CC(C(=O)N1c2ccccc2Sc2ccccc21)n1nnc(-c2cccs2)n1 (centres undefined)	1	8	0	1	-10	-4	-4	-5	11
39	CC(=O)N(C(C)=O)n1c(/C=C/c2cccc([N+](=O)[O-])c2)nc2ccccc2c1=O	-3	1	1	11	-6	5	-19	1	0
40	COc1cccc(NC(=O)c2ccc(CN3CCOCC3)cc2)c1	-2	-5	0	-28	-11	-2	-21	3	-14
41	O=C(NC(=S)Nc1ccc(-c2nc3ncccc3o2)cc1)c1ccccc1F	6	-21	0	17	4	14	-3	-4	2
42	O=C1CSC(c2cccc(F)c2)N1c1ccc(O)cc1 (centres undefined)	6	-1	1	3	-2	-5	-22[20 µM]	0	3
43	Cn1c(C(=O)NCCc2c[nH]c3ccccc23)cc2sccc21	5	1	0	22	-10	-8	-28	-1	11
44	O=C(NCC(c1cccnc1)N1CCN(c2ccccc2F)CC1)c1cccc(Cl)c1 (centres undefined)	-9	-11	0	41	2	-7	-10[20 µM]	-2	-7
45	COc1cc(C(=O)Oc2ccccc2/C=N/NC(=O)c2ccc(C)c(Cl)c2)cc(OC)c1OC	3	-16	0	-89	-3	-5	4	1	2
46	NC(=O)CC(NC(=O)Cc1cccc2ccccc12)c1ccc(NC2CCCCCC2)c([N+](=O)[O-])c1 (centres undefined)	x	-12	-5	-25	x	9	-32	-5	-32
47	COc1ccccc1N1CCN(c2cnccn2)CC1	-4	3	2	19	1	1	3	-3	-12
48	CCCCCC/C=C/c1ccc([C@H]2[C@H]3C=CC[C@@H](C)[C@@H]3C(=O)N2Cc2ccccc2)c(F)c1	x	18	-1	5	x	-7	-15	0	-12
49	S=C(NCCNCc1ccccc1)NC1CCCCC1	-2	2	0	-35	-6	-11	-25	3	9
50	O=C(NCc1ccco1)c1nc(-c2ccccc2)n(-c2ccccc2)n1	5	2	-2	-24	6	1	-15	-1	-13
51	COc1cc2cc(CN(CCN3CCCC3)C(=O)Nc3ccc(F)cc3)c(=O)[nH]c2cc1OC	2	-39	-13	-193	-2	-21	-27	-25	-8
52	Cc1cccc(N/N=C/c2ccc(O)c(O)c2O)c1	8	-16	10	2	-3	2	-9	6	-8
53	CCN(CC)S(=O)(=O)c1ccc(Oc2ccccc2OC)cc1	4	3	-1	-7	-11	-7	-4	0	0
54	OCCNc1nc(Cl)nc(NCc2ccco2)n1	0	1	x	1	-10	-12	-25	x	-1
55	Cc1nc2cc(C(=O)OCC(=O)Nc3cccc(Cl)c3)ccc2n1-c1ccccc1	-3	-14	1	-116	-12	-93	-17	3	-27
56	O=C(NCC1CCCO1)c1ccc(Cn2c(=S)[nH]c3ccccc3c2=O)cc1 (centres undefined)	-2	-1	-2	3	-2	-5	-11	4	-1
57	CC1(C)C(=O)OC(c2cc(Br)ccc2O)C(C)(C)C1=O (centres undefined)	9	4	2	5	-5	-8	-11	-4	-11
58	COc1ccc2cc(CCNC(=O)c3ccc(Br)o3)c(=O)[nH]c2c1	-2	-4	2	5	-3	-10	-16	2	-27
59	CCCCC1N2CC3([N+](=O)[O-])CN1CC([N+](=O)[O-])(C2)C3(C)C (centres undefined)	5	-1	1	-7	-9	-2	-15	3	-5
